High-throughput results as filed in PubChem.
Growth percent in the NCI-60 one-dose screen (48 h, 10 µM unless noted): 100 = growth as untreated, 0 = no growth, -100 = all killed.
IGROV1 = IGROV1 ovarian cancer; 79,000 tested, 4.7% active; AID 1794786
NCI-H23 = NCI-H23 lung cancer. 80,000 tested, 4% active
NCI-H226 = NCI-H226 lung cancer; 79,000 tested, 3.5% active; AID 1794732
NCI-H522 = NCI-H522 lung cancer | 78,000 tested, 8% active | AID 1794739
NCI-H322M = NCI-H322M lung cancer; AID 1794733; 80,000 tested, 2.7% active
NCI-H460 = NCI-H460 lung cancer; 82,000 tested, 6.8% active; AID 1794736
KM12 = KM12 colon cancer cells. 82,000 tested, 5% active
COLO 205 = COLO 205 colon cancer; 79,000 tested, 7.3% active; AID 1794742
NCI/ADR-RES = NCI/ADR-RES ovarian cells. AID 1794790. 81,000 tested, 4.4% active
* = called active by the depositor; . = no result given. Rule for the calls: active = growth percent below 10; inactive = the rest.

mol	IGROV1	NCI-H23	NCI-H226	NCI-H522	NCI-H322M	NCI-H460	KM12	COLO 205	NCI/ADR-RES
CCCC1OCCS1 (stereo not drawn)	102	107	98	.	100	108	116	113	111
C/C(=N/NC(N)=O)c1ccc(C)o1	112	101	97	92	108	106	107	114	107
O=C1Nc2ccccc2C2c3cccn3-c3ccccc3N12 (stereo not drawn)	74	81	89	8.5*	83	89	62	60	43
Clc1ccc(-c2nnc(CCc3nc(-c4ccc(Br)cc4)no3)o2)cc1Cl	105	104	110	97	104	111	102	124	104
CC1(C)CC(=O)C(/C=N/C(=S)NCCc2ccccc2)=C(O)C1	108	97	111	95	99	108	105	104	100
NCCCc1nn2c(CCC(=O)c3nc4ccccc4[nH]3)nnc2s1	108	103	103	110	103	109	104	.	108
COc1nc(N)nc(-n2c(-c3ccc(Br)cc3)nc3ccccc32)c1NCc1ccc(Br)cc1	83	96	88	70	93	84	80	97	97
O=C1NC(N2CCN(c3ccccn3)CC2)S/C1=C\c1ccc(N2N=C(c3ccccc3)CC2c2ccccc2)cc1 (stereo not drawn)	101	96	85	87	101	101	89	.	100
O=c1[nH]c(=S)[nH]c(=O)n1Cc1cccc2ccccc12	115	102	.	.	114	98	105	120	108
Cc1cc2c(C(C)C)c(O)c(O)c(C(=O)C(=O)NC3CCCCC3)c2c(O)c1-c1c(C)cc2c(C(C)C)c(O)c(O)c(C(=O)C(=O)NC3CCCCC3)c2c1O	102	99	93	75	95	101	94	.	104
NN1C(S)N=NC1NNC(=S)Nc1ccc(S(=O)(=O)Nc2ccc(Cl)nn2)cc1 (stereo not drawn)	99	100	.	88	94	104	101	.	103
Nc1nc2c(s1)CCc1c-2c(Br)n(Cc2ccccc2)c1-c1ccccc1	.	100	.	56	122	99	95	103	96
Cc1ccc(S(=O)(=O)n2ccc(-c3ccc(OCCCF)cc3)n2)cc1	92	79	78	69	94	90	95	101	77
COc1ccc(/C(C)=N/Nc2c3ccccc3nc3ccccc23)cc1	87	86	91	93	101	99	95	105	96
Cc1c(Cn2cc(COc3ccc(C#N)cc3)nn2)c(C)c(Cn2cc(COc3ccc(C#N)cc3)nn2)c(C)c1Cn1cc(COc2ccc(C#N)cc2)nn1	103	99	91	78	105	100	104	102	100
O=c1nc2oc3ccc4ccccc4c3cc-2s1	37	46	37	-3.7*	35	11	20	30	91
CCCCCCCCCCCCCCCCNC(=S)N/N=C/c1ccc(Cl)cc1Cl	106	97	103	88	108	113	103	109	109
O=S1(=O)c2ccccc2NC(c2ccc(Cl)cc2)C1c1ccccc1 (stereo not drawn)	99	81	94	99	122	102	108	.	89
COc1cc(CNC(=O)CCCC/C=C/C(C)C)ccc1OCc1cn(-c2cccc([N+](=O)[O-])c2)nn1	89	88	91	83	94	92	91	107	82
O=C(O)CCC1(CCC(=O)O)CCCC(CCC(=O)O)(CCC(=O)O)C1=O	78	99	.	83	107	114	109	101	104

Reprinted from the part before: three entries; new compounds follow.
mol	IGROV1	NCI-H23	NCI-H226	NCI-H522	NCI-H322M	NCI-H460	KM12	COLO 205	NCI/ADR-RES
O=S1(=O)c2ccccc2NC(c2ccc(Cl)cc2)C1c1ccccc1 (stereo not drawn)	99	81	94	99	122	102	108	.	89
COc1cc(CNC(=O)CCCC/C=C/C(C)C)ccc1OCc1cn(-c2cccc([N+](=O)[O-])c2)nn1	89	88	91	83	94	92	91	107	82
O=C(O)CCC1(CCC(=O)O)CCCC(CCC(=O)O)(CCC(=O)O)C1=O	78	99	.	83	107	114	109	101	104
c1cc2c3c(cccc3c1)-c1nc3ccccc3nc1-2	64	83	103	69	81	.	82	79	98
COC(=O)C1(C)CCC[C@]2(C)[C@H]3C[C@H]4C(C(C)C)=C[C@]3(CC[C@@H]12)[C@H]1[C@@H]4[C@@H](OCC#CCN2CCCC2)CC[C@@H]1OCC#CCN1CCCC1 (stereo partly drawn)	71	84	.	91	101	90	94	85	71
O=C1[C@H]2Cc3c([nH]c4ccccc34)[C@@H](c3ccc(Br)cc3)N2C(=O)CN1C1CCN(Cc2c(F)cccc2F)CC1	30	65	59	62	70	40	52	48	57
COc1cc(-c2cc(-c3nc4ccc(F)cc4[nH]3)[nH]n2)cc(OC)c1OC	44	16	-11*	9.4*	49	34	13	21	-6.0*
O=C(Nc1nc2ccc(O)cc2s1)c1cccc(C(F)(F)F)c1	64	.	84	36	84	57	43	107	.
O=C1C=Cc2ccccc2/C1=C/c1nc(-c2ccccc2)oc1O	72	82	73	90	91	99	92	87	86
COc1cc(/C=C/C(=O)c2ccccc2)ccc1Oc1nc(NCCO)nc(N2CCOCC2)n1	100	.	107	99	99	110	102	116	107
Nc1nc(-c2cccc([N+](=O)[O-])c2)c(N=Nc2ccc(Cl)cc2)s1	90	63	121	69	87	75	67	110	59
CC1(C)C=Cc2cc(/C(N)=N/C(N)=N/c3nc4ccccc4s3)ccc2O1	53	58	5.6*	91	94	52	62	102	82
NC1[C@H](c2c[nH]c3ccccc23)c2c([nH]c3ccccc23)[C@H]1c1c[nH]c2ccccc12 (stereo partly drawn)	64	86	92	88	92	97	91	110	82
CC(C)CC(=O)CC(=O)C(F)(F)F	94	103	96	.	92	106	101	103	103
O=C(/C=C/c1coc(-c2ccc(F)cc2)n1)c1ccc(F)cc1	101	99	89	71	102	98	103	97	103
S=c1[nH]cnc(S)c1Br	104	97	103	70	88	112	97	118	97
CC1=CC2OC34COC3CC(OC(=O)C(F)(F)F)C4(C)C2(C)CC1 (stereo not drawn)	119	110	99	103	96	104	105	100	105
CC(=O)C(C)(C)Cc1cc(C(C)(C)CC=O)on1	118	107	100	102	104	105	112	105	106
CCCCOCc1cc(CN2CCN(C)CC2)c(O)c2ncccc12	81	60	.	25	54	22	41	85	5.4*
COc1cccc(/C=C/[C@@H](O)[C@@H](O)[C@@H]2O[C@H]2C)c1CO	109	94	103	88	99	112	117	110	104
COc1ccc2[nH]cc(C(c3cc(F)cc(F)c3)c3c[nH]c4ccc(OC)cc34)c2c1	-7.1*	67	97	69	70	64	84	78	73
COC(CC(=O)O)CC(C)CC(C)(C)C (stereo not drawn)	100	100	104	101	94	105	103	106	104
N#Cc1cn(-c2ccc(Cl)cc2Cl)c(C(=O)c2cccnc2)c1N	95	88	72	86	111	51	106	87	98

In the list so far, 3 contain a CF3 group:
mol	IGROV1	NCI-H23	NCI-H226	NCI-H522	NCI-H322M	NCI-H460	KM12	COLO 205	NCI/ADR-RES
O=C(Nc1nc2ccc(O)cc2s1)c1cccc(C(F)(F)F)c1	64	.	84	36	84	57	43	107	.
CC(C)CC(=O)CC(=O)C(F)(F)F	94	103	96	.	92	106	101	103	103
CC1=CC2OC34COC3CC(OC(=O)C(F)(F)F)C4(C)C2(C)CC1 (stereo not drawn)	119	110	99	103	96	104	105	100	105

Later entries.
mol	IGROV1	NCI-H23	NCI-H226	NCI-H522	NCI-H322M	NCI-H460	KM12	COLO 205	NCI/ADR-RES
COc1cc2cc(Oc3ccc(NC(=O)Nc4ccccc4)cc3)c(C)nc2cc1OCCN1CCCCC1	92	96	100	106	114	33	42	69	91
O=S(=O)(NC1c2ccccc2CC1O)c1ccc(Cl)cc1 (stereo not drawn)	105	100	98	101	100	97	103	112	106
COCCOC1=C(Cl)C(=O)c2ccccc2C1=O	21	29	.	.	96	14	-42*	35	20
CNC(=O)c1cc(-n2ccc3cc(NC(=O)Nc4ccccc4)ccc32)ccn1	92	92	95	.	103	99	96	98	107
Cc1ccc(S(=O)(=O)Oc2ccc(C3N=C(N)Nc4nc5ccccc5n43)cc2)cc1 (stereo not drawn)	96	98	97	70	115	104	106	98	106
Cc1cc2nc3c4cc(F)ccc4n(CC#N)c3nc2cc1C	67	76	80	76	93	86	97	104	75
O=C(N/N=C/c1ccc(N2CCCCC2)cc1)c1cnc2n(c1=O)CCCCC2	105	96	92	95	102	106	106	115	97
Cc1ccc(C#N)cn1	121	119	93	101	111	108	108	124	116
CC1(C)OC(=O)c2ccccc21	68	102	98	.	92	103	106	112	110
C/C(=N/NC(=S)NC1CCCCC1)c1sc(Nc2cccc(O)c2)nc1C	96	95	94	87	93	102	97	123	99
O=C(O)CCc1ccc(NP(=O)(NCCCl)NCCCl)cc1	94	95	109	95	103	.	104	111	107
C=C(C)[C@@H]1CC[C@]2(C(=O)NCCNCCN)CC[C@]3(C)[C@H](CC[C@@H]4[C@@]5(C)C/C(=C/c6ccncc6)C(=O)C(C)(C)[C@@H]5CC[C@]43C)[C@@H]12	88	97	100	95	94	99	97	89	101
Clc1ccccc1OCCSc1n[nH]c2nc3ccccc3n12	99	92	81	93	108	101	107	99	95
CC(=O)OC1Oc2cc(C)c(C)cc2-c2oc(=O)c(-c3ccccc3)cc21 (stereo not drawn)	.	46	-6.4*	.	34	4.9*	7.3*	0.8*	25
CS(=O)(=NC#N)c1ccc(-c2cnc(N)c(C(=O)Nc3ccccc3)n2)cc1 (stereo not drawn)	60	81	92	87	79	84	78	88	97
CN(C)c1ccc(Cc2cc(-c3ccccc3)nn(Cc3ccccc3)c2=O)cc1	93	85	87	73	99	99	95	103	75

Entries of single compounds as entered above. Screens in order: IGROV1	NCI-H23	NCI-H226	NCI-H522	NCI-H322M	NCI-H460	KM12	COLO 205	NCI/ADR-RES
CN(C)c1ccc(Cc2cc(-c3ccccc3)nn(Cc3ccccc3)c2=O)cc1 across the screens: 93	85	87	73	99	99	95	103	75
CC1(C)OC(=O)c2ccccc21 across the screens: 68	102	98	.	92	103	106	112	110
